Assay outcomes from PubChem.
uPA surface inh: qHTS for Inhibitors of Cell Surface uPA Generation; actives 0.31% (n = 330,000); cell surface uPA generation assay, qHTS; Potency, µM (doses to about 38.3 µM), for inactives: top-dose activity change, negative = inhibition, actives largely listed as inhibitors; AID 540303, 2011; active means well fitted inhibition curve with a large enough effect; inconclusive means small, poorly fitted or top-dose-only effect; inactive means no such curve, though single readings can be large or run the other way; tested in mouse RAW 264.7 cells; further: potency means the concentration at half of the fitted maximal effect; on the % scale 0 is the no-effect control and ±100 the full control effect; nearly all actives have a fitted effect of over 55% in size
ELG1 genotoxic: qHTS screen for small molecules that induce genotoxicity in human embryonic kidney (HEK293T) cells expressing luciferase-tagged ELG1. HEK293T ELG1-luciferase reporter, luminescence, 16 h. actives 1.3% (n = 330,000). Potency, µM (series often up to 46 µM), inactives show at the top dose activity change, positive = activation, most hits filed as activators; further: potency means the concentration at half of the fitted maximal effect; % of control where 0% means no effect; nearly all actives have a fitted effect of over 60% in size
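Reporter readout depends on ELG1 protein level, which increases with genetic stress. After 16 hr compound exposure at 37 °C, luciferase activity was quantified using ONE-Glo.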
NPC1 promoter act: qHTS Assay for NPC1 Promoter Activators; Huh7 NPC1 promoter luciferase reporter, 24 h; Potency, µM (top dose mostly 9.22 µM), for the others: at the highest dose activation, usual class: activators; actives 2.4% (n = 320,000);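 further: potency means the concentration at half of the fitted maximal effect; % of control where 0% means no effect; nearly all actives have a fitted effect of over 60% in size; reporter is driven by a mutant NPC1 promoter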
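Luminescence read-out of NPC1 promoter-driven luciferase in stably transfected Huh7 cells; compounds delivered in DMSO and left 24 h at 37C, 5% CO2, qHTS titration format.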
Rab9 promoter act: qHTS Assay for Rab9 Promoter Activators; Huh7 Rab9 promoter-luciferase reporter, luminescence, 24 h; Potency, µM (doses to about 9.22 µM), inactives show top-dose activation, negative = inhibition, actives largely listed as activators; actives 2.8% (n = 320,000); AID 485297, 2010; further: potency means the concentration at half of the fitted maximal effect; % of control where 0% means no effect; nearly all actives have a fitted effect of over 60% in size
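Rab9 promoter-driven luciferase in stably transfected Huh7 cells; 1500 cells/well rested 2 h, exposed to compound in DMSO for 24 h at 37 °C, 5% CO2. Luminescence read 10 min after adding luciferase reagent at ambient temperature.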
Giardia kill: Small Molecules that selectively kill Giardia lamblia: qHTS | AID 540267, 2011 | activity change, % at 7.66 µM, hits read low | Giardia lamblia trophozoite viability | actives 0.15% (n = 340,000); in the data active means activity change below about -80%; inconclusive means between about -30% and that limit;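 further: parasites exposed to compound for two days anaerobically before the ATP read; on the % scale 0 is the no-effect control and ±100 the full control effect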
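Each well holds 100 Giardia trophozoites and compound. After two days (48 hrs) at 37 deg C in anaerobic conditions, ATP is quantified by luminescence.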
RORgamma inh: qHTS for inhibitors of ROR gamma transcriptional activity; Nuclear receptor ROR-gamma (Mus musculus), P51450; actives 5.4% (n = 310,000); Potency, µM (highest dose often 53.6 µM), without a hit: at the top dose activity change, negative = inhibition, most hits filed as inhibitors; Drosophila S2 Gal4-RORgamma UAS-luciferase reporter, 20 h; further: potency means the concentration at half of the fitted maximal effect; on the % scale 0 is the no-effect control and ±100 the full control effect; nearly all actives have a fitted effect of over 60% in size
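Read-out: Photinus luciferase luminescence; inhibitors lower reporter signal. Insect Schneider cells with Gal4-ROR gamma fusion under metallothionein promoter, UAS reporter; 700 uM final copper sulfate induction, 20 hr, ambient temperature.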
Tb PFK block: qHTS Assay to Find Inhibitors of T. brucei phosphofructokinase | actives 0.17% (n = 330,000) | Potency, µM (highest dose often 57.5 µM), without a hit: at the highest dose activity, negative = inhibition, usual class: inhibitors | T. brucei PFK, ADP-Glo luminescence | ATP-dependent 6-phosphofructokinase (Trypanosoma brucei brucei), O15648;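 further: potency means the concentration at half of the fitted maximal effect; 0% = uninhibited 1x PFK enzyme wells and -100% = no-enzyme wells; nearly all actives have a fitted effect of over 60% in size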
Target sequence (O15648 whole entry, looked up): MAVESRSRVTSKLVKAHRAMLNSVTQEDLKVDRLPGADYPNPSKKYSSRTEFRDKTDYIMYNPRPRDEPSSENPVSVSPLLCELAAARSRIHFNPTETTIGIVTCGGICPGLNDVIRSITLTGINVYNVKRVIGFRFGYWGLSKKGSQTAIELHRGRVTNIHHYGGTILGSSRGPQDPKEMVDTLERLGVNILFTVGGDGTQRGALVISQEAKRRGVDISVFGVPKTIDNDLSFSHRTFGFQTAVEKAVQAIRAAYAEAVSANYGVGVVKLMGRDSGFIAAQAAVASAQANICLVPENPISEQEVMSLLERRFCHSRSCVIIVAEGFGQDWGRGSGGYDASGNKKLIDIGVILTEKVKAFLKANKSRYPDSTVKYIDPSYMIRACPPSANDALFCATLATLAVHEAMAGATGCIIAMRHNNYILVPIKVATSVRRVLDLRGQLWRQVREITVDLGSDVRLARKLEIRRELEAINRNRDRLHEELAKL
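Activity is normalized to no-enzyme wells (full inhibition) and 1.25 nM enzyme wells (no inhibition). Reaction: 0.5 mM F6P, 0.1 mM ATP, 45 min RT, ADP-Glo luminescence; concentration-response curves fitted and classed by quality.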
FLuc counter: qHTS profiling assay for firefly luciferase inhibitor/activator using purifed enzyme and Km concentrations of substrates (counterscreen for miR-21 project); purified FLuc, Km substrates, luminescence inhibition; Potency, µM (highest dose often 57.5 µM), for the others: at the top dose activity change, negative = inhibition, hits mostly inhibitors; actives 6.9% (n = 360,000); AID 588342, 2011;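 further: potency means the concentration at half of the fitted maximal effect; plate controls were vehicle for no effect and reference inhibitor for full effect; nearly all actives have a fitted effect of over 55% in size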
Target sequence (P08659 whole entry, looked up): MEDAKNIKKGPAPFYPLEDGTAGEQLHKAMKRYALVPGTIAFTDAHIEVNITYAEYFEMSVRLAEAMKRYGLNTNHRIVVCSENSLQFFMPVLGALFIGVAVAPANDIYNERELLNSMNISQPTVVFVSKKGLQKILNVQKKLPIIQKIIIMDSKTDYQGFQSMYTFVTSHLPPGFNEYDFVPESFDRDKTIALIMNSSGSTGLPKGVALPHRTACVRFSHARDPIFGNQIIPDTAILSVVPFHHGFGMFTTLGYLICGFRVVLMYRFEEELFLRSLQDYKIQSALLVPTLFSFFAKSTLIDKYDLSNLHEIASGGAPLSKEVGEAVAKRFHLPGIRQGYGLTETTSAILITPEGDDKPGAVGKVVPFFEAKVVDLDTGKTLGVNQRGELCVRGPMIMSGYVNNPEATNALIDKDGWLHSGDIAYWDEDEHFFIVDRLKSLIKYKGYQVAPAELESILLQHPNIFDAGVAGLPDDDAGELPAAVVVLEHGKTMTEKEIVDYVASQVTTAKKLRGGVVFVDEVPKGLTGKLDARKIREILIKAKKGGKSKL
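Purified P. pyralis luciferase, 10 nM final, with Km-level 10 uM D-luciferin and 10 uM ATP in 50 mM Tris acetate pH 7.5, 10 mM Mg acetate, 0.01% Tween-20, 0.05% BSA; 6-point qHTS titration about 60 µM downward; luminescence read.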
KCNH2 3.1 inh: qHTS for Inhibitors of KCHN2 3.1: Mutant qHTS. U2OS KCNH2 3.1, thallium flux FluxOr; active compounds read low. AID 720553, 2013. activity change, % (tested at about 1.8 µM). actives 0.95% (n = 340,000);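 active means maximum activity change below -70%; inconclusive means maximum activity change from -70% to -50%; inactive means maximum activity change above -50%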;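 further: thallium influx rate constant from kinetic fluorescence after stimulation buffer; on the % scale 0 is the no-effect control and ±100 the full control effect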
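FluxOr-based Tl+ influx in U2OS cells transduced with KCNH2 3.1 virus; rate constants normalized to DMSO controls.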
Coupling enz: qHTS Assay for Inhibitors of Fructose-1,6-bisphosphate Aldolase from Giardia Lamblia: Coupling assay counterscreen | coupling enzyme system counterscreen, AmpLite Red fluorescence | activity change, negative = inhibition, % at 58.2 µM, hits read low | actives 0.67% (n = 290,000); in the data active means activity change below about -30%; further: on the % scale 0 is the no-effect control and ±100 the full control effect
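Fluorescence at 525 nm excitation and 598 nm emission measured inhibition of the coupled detection system without aldolase. Compounds (at 57.5 uM final) were preincubated 10 min at room temperature with coupling enzyme reagent before a 20 min substrate/AmpLite Red step.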
Gal4-VP16 FLuc: VP16 counterscreen qHTS for inhibitors of ROR gamma transcriptional activity | actives 3.5% (n = 310,000) | Drosophila S2 Gal4-VP16 UAS-luciferase, luminescence, 20 h | Potency, µM (top dose mostly 53.6 µM), for the others: top-dose activity, negative = inhibition, usual class: inhibitors | AID 2546, 2010;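 further: Gal4-VP16 expression switched on by copper sulfate through the metallothionein promoter; potency means the concentration at half of the fitted maximal effect; on the % scale 0 is the no-effect control and ±100 the full control effect; nearly all actives have a fitted effect of over 50% in size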
Starred values were filed as active, the others as inactive; ? = inconclusive; nt = no result given; [ ] = remark or other dose. Unless noted, the call rests on the fitted dose curve; in most records, active means well fitted curve in the direction sought with a large enough effect; inconclusive means small, poorly fitted or top-dose-only effect, or another doubt; inactive means no such curve, though single readings can be large; an effect the other way counts as inactive or inconclusive.

SMILES | uPA surface inh | ELG1 genotoxic | NPC1 promoter act | Rab9 promoter act | Giardia kill | RORgamma inh | Tb PFK block | FLuc counter | KCNH2 3.1 inh | Coupling enz | Gal4-VP16 FLuc
CC(C)c1cc(C(=O)Nc2cc(Cl)ccc2O)no1 | -8% | ? | 2.8µM* | 1.6µM* | -7 | 34% | -1% | 7.6µM* | 4 | -9 | -4%
COc1ccc(Cl)cc1C(=O)Nc1cc(=O)n(C)c(=O)n1C | 4% | -3% | 1% | -1% | -1 | 12% | -1% | -1% | 1 | 1 | 5%
COc1nc(NC2CCCCC2)nc(N2CCCCCC2)n1 | 2% | 0% | -3% | -1% | -23 | ? | -4% | 0% | -20 | 4 | ?
CCn1c(CN2CCN(C(c3ccccc3)c3ccccc3)CC2)nc2c1c(=O)n(C)c(=O)n2C | 0% | -6% | 0% | -2% | -7 | 33% | 0% | -1% | 1 | 3 | -5%
Cc1ccc2nc(NS(=O)(=O)c3cn(C)nc3C)sc2c1 | 4% | ? | -19% | 0% | -3 | 14µM* | 0% | -1% | -3 | nt | 11µM*
Cc1cc(=O)n(C)c(=O)n1CCCCCCOc1cccc([N+](=O)[O-])c1 | -5% | -9% | 0% | -13% | -14 | 2% | 3% | 3% | 2 | 1 | ?
O=C(CCN1CCc2ccccc2C(c2ccccc2)C1)c1ccc2c(c1)OCCO2 (stereo not given) | -8% | -7% | 2% | 1% | -12 | 4.5µM* | -9% | -15% | -18 | 11 | 3.5µM*
CCOc1ccc(C(=O)Nc2cc(-c3nc4ccccc4[nH]3)ccc2C)cc1[N+](=O)[O-] | -14% | -7% | -1% | -2% | -9 | 30% | 2% | 8.5µM* | -86* | -1 | -5%
COC(=O)CN1C(=O)C2(C(C#N)=C(N)Oc3cc(C)oc(=O)c32)c2ccccc21 (stereo not given) | 4% | 1% | 0% | 2% | -14 | -15% | 5% | 5% | 9 | 0 | 2%
O=[N+]([O-])c1ccc2nc(SCc3cn4ccccc4n3)[nH]c2c1 | 2% | ? | 3% | -3% | 8 | ? | 6% | -1% | 5 | 1 | -22%
Cc1ccc(CN2CC(C(=O)Nc3ccc(S(=O)(=O)Nc4cc(C)nc(C)n4)cc3)CC2=O)cc1 (stereo not given) | 0% | 0% | 1% | -2% | -6 | -38% | -4% | 0% | -13 | 3 | 1%
CCOC(=O)N1CCC2(CC1)CC(=O)c1c(ccc3oc(C(=O)O)c(C)c13)O2 | -4% | -4% | -5% | -2% | -7 | -3% | 7% | -2% | -4 | 2 | 0%
CCCN(CC(=O)Nc1c(C)cccc1CC)C(=O)SCC | -3% | -1% | -6% | -6% | 1 | -19% | 2% | 3% | 7 | 3 | 16%
COc1ccc(OC)c(NC(=O)C2CCCN(S(C)(=O)=O)C2)c1 (stereo not given) | 5% | -5% | -1% | -3% | 13 | 1% | 1% | 1% | 3 | -1 | -3%
Cc1ccc(S(=O)(=O)CC(=O)NCc2ccc(Cl)cc2)cc1 | -2% | 4% | 1% | -3% | -4 | nt | 0% | -1% | 3 | nt | nt
COC(=O)c1ccc(OC)c(CN2CCCN(Cc3ccc(F)cc3)S2(=O)=O)c1 | -2% | -8% | 4% | -8% | 1 | 9% | 0% | 1% | 4 | -31* | -4%
CCN1C(=O)[C@@H]2[C@@H](c3ccc(SC4CCCCC4)cc3)N3CCC[C@@]3(C(=O)OC)[C@@H]2C1=O | 5% | -3% | -2% | -4% | -23 | nt | 0% | -2% | -9 | nt | nt
CC(=O)C1=C(C)NC(=O)CC1c1ccc(F)cc1 (stereo not given) | nt | 2% | -6% | -5% | 5 | -9% | -1% | 2% | -12 | 2 | -8%[10 µM]
COC(=O)c1ccccc1NC(=S)N(Cc1ccc2c(c1)OCO2)Cc1cc2cc(C)ccc2[nH]c1=O | 0% | -3% | -4% | -1% | 19 | 13% | -2% | 1% | -15 | -2 | -7%
Oc1ccc(N=Cc2ccc(-c3cccs3)s2)cc1 | nt | 0% | -4% | -1% | -27 | -27% | 3% | 8.5µM* | 18 | -51* | ?
O=C(O)c1cccc(CN2C(=O)c3ccccc3C2=O)c1 | 1% | -3% | 0% | 7% | 8 | 15% | 0% | -1% | 10 | 14 | 4%
CC(NCc1ccc(OCC(N)=O)cc1)C12CC3CC(CC(C3)C1)C2 (stereo not given) | -5% | -6% | 1% | 0% | -19 | -1% | -3% | -2% | 13 | 0 | 1%
C=CCN(C(=O)c1csnn1)C(C(=O)NC1CCCC1)c1ccc(Cl)cc1 (stereo not given) | 5% | 7% | 1% | -2% | -14 | 10% | -1% | 4% | 0 | -1 | -3%
Cc1cc(C)n(CCNC(=O)c2ccco2)n1 | 2% | 4% | 2% | -7% | 3 | -2% | -6% | -2% | 10 | -1 | -6%
CCOc1ccc(NC(=O)c2ccccc2NS(C)(=O)=O)cc1 | nt | ? | 17% | 1% | 4 | 14% | 4% | 11µM* | -1 | 1 | 0%
Cc1ccccc1-c1cc(C(=O)NCc2cccc(Br)c2)nn1CC1CC(c2cccc([N+](=O)[O-])c2)=NO1 (stereo not given) | -5% | -1% | nt | nt | ? | nt | 0% | nt | -1 | nt | nt
O=C(O)CNc1nc(-c2ccccc2)nc2c1oc1ccccc12 | 0% | 0% | -5% | -7% | -13 | 11% | 1% | ? | -10 | 11 | -1%
COc1ccccc1C(CNC(=O)c1cccc(NS(=O)(=O)c2ccc(C)c(F)c2)c1)N(C)C (stereo not given) | -5% | 0% | 1% | -1% | -15 | nt | 14% | -18% | -9 | nt | nt
O=C(CSc1nnc(-c2ccc(Br)o2)n1Cc1ccccc1)c1ccccc1F | 4% | -7% | -3% | -2% | 5 | 0%[0.365 µM] | 4% | -2% | -2 | 6 | nt
CCOP(=O)(O)c1ccccc1OCCOc1ccccc1P(=O)(O)OCC | 7% | 3% | 0% | -8% | -11 | 5% | 2% | 2% | -8 | 3 | -1%
CCOC(=O)N1CCN(C(=O)c2ccc([N+](=O)[O-])cc2Cl)CC1 | -3% | 1% | 3% | 6% | -7 | -32% | -5% | -5% | -16 | -4 | -19%
O=S(=O)(c1ccc(OCC(O)CN2CCN(c3ccc(F)cc3)CC2)cc1)N1CCOCC1 (stereo not given) | 2% | -7% | 0% | -2% | 5 | 18% | 3% | 0% | 6 | 2 | 1%
COc1ccc(-c2cn3c(C)c(C(=O)Nc4cccc(NC(C)=O)c4)sc3n2)cc1 | -6% | 2% | 9% | -3% | -14 | -12% | -7% | 9.5µM* | 5 | -4 | -11%
COc1cc(/C=C/C(=O)NCc2nc3ccccc3[nH]2)cc(OC)c1OC | 6% | ? | -4% | -6% | -6 | -11% | 1% | -1% | 5 | 4 | -4%
COC(=O)CSc1nc(C)cc(C)n1 | 4% | -8% | -1% | 0% | 23 | 6% | -3% | 4% | 3 | 0 | -2%
CCOC(=O)CNNC(=O)Nc1ccc(Cl)c(Cl)c1 | -2% | 1% | 1% | -2% | -7 | 19% | -12% | ? | 1 | 1 | 4%
NC1=NC2(CCC(c3ccccc3)CC2)n2c(nc3ccccc32)N1 (stereo not given) | 4% | -20% | -1% | -5% | 2 | 0% | 2% | -2% | -12 | -1 | -4%
COc1cccc(/C=C2\SC(=S)N(CCCC(=O)N(CCO)c3ccccc3)C2=O)c1 | ? | -18% | -17% | -16% | -6 | 7.1µM* | 3% | -19% | -4 | nt | 2.5µM*
O=[N+]([O-])c1cccc(-c2nnc3n2CCCCC3)c1 | -2% | 15% | 1% | 3% | -18 | -1% | 6% | -1% | 5 | 0 | -3%
Cc1ccccc1NC(=O)CSc1nc2ccccc2c(=O)n1CC1CCCO1 (stereo not given) | 2% | -1% | -1% | 8% | -1 | 0% | -21% | 0% | -7 | 2 | -10%
O=C(NC1CCCCC1)N1CCN(c2ccc([N+](=O)[O-])cc2)CC1 | -13% | -8% | 2% | -3% | -8 | ? | -7% | -2% | -6 | 1 | -15%
C=CCn1c(SCc2cc(=O)n3ccsc3n2)nnc1C1CCCCC1 | -12% | 0% | 0% | -6% | -20 | 11% | -4% | -2% | 0 | -1 | -1%
CCn1c(SCC(=O)N(C)CC(=O)Nc2ccc(OC)cc2)nnc1-c1ccco1 | 5% | 1% | 0% | 0% | -12 | nt | 0% | 1% | -4 | nt | nt
